High-throughput results as filed in PubChem.
RAD52 anneal inh – inhibitors of human RAD52 DNA annealing | P43351 | recombinant RAD52 DNA annealing, FRET fluorescence | inhibition, % at 18.7 µM | 0.46% of 360,000 active;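 active = every replicate showing at least 50% inhibition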
Target sequence (P43351 whole entry, looked up): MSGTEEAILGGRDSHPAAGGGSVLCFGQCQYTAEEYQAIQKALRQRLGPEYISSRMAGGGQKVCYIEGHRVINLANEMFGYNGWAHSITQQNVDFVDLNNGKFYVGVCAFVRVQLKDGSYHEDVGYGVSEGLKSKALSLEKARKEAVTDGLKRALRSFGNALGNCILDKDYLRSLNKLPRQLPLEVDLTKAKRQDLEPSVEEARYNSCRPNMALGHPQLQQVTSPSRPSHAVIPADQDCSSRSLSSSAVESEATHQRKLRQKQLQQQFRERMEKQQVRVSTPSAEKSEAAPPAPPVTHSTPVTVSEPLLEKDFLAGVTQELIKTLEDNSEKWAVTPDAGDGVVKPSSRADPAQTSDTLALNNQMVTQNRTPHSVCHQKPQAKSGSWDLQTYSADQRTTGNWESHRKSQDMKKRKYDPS
RAD54 inh – RAD54 (human) branch migration inhibition. Q92698. RAD54 Holliday junction branch migration, FAM/BHQ fluorescence. inhibition, % at 10.4 µM. 0.14% of 360,000 active. AID 602329;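 active = mean normalized replicate activity at least 40 and at least half of replicates scoring 40 or more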;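 also: 0% = median of neutral control wells and 100% = median of positive control wells; inhibitors cause a drop in the FAM fluorescence signal; in these data hits start at about 50%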
CASP6 VEID inh – inhibitors of human caspase-6. P55212. purified caspase-6, Z-VEID-R110 cleavage fluorescence. inhibition, % at 12.5 µM. 0.53% of 350,000 active. AID 686996;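 active = mean inhibition across replicates at least about 35%, with every replicate also reaching that limit, limit read from the data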;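 also: 0% = median of neutral control wells and 100% = no fluorescence left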
PglD inh – blocks C. jejuni PglD acetyltransferase activity | purified PglD enzyme, DTNB colorimetric CoA detection | inhibition, % at 12.5 µM | 0.098% of 360,000 active | AID 602405; in the data active = inhibition above about 16%, passing the limit was not always enough; also: strong numbers were not always called active
E-sel inducer – E-selectin induction on HUVECs; HUVEC E-selectin immunofluorescence imaging; normalized: neutral wells 0, TNF-alpha wells 100; activation, % at 7.58 µM; 0.37% of 260,000 active; AID 686992;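 active = mean E-selectin-positive cell signal at least 10% of the positive control, reached in at least 60% of replicates, without over 20% cell loss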;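 also: in these data hits start at about 27%; measured in HUVEC primary endothelial cells; signal is the percent of cells scored E-selectin positive by PE staining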
Target sequence (P16581 whole entry, looked up): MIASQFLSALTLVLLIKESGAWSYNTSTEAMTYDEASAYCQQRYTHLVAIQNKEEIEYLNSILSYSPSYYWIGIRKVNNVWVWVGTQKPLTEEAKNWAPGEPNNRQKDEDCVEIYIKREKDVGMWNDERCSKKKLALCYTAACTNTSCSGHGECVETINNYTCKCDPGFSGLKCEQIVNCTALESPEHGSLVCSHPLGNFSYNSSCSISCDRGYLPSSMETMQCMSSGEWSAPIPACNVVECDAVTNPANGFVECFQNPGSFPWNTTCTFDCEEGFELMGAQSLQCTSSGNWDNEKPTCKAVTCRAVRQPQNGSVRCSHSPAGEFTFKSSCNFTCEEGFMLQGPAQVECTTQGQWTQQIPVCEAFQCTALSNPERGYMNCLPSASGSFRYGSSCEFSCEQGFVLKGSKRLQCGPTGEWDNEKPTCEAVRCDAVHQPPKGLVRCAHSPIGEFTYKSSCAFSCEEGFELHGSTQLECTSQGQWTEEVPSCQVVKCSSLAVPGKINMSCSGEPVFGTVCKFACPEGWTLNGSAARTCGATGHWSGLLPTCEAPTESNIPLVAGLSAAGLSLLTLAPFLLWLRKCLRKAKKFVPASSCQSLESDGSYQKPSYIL
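Test system – human umbilical vein endothelial cells (HUVEC), E-selectin induction · Input – 3,000 HUVEC seeded per well · Buffer or medium – EGM-2, gelatin · Compound dosing – single-point compound dose · Detection – immunofluorescence imaging · Measure – percent E-selectin-positive cells · Controls – TNF-alpha high, DMSO low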
esBAF inh – SWI/SNF esBAF complex inhibition; mouse ES cells, Bmi1-luciferase knock-in reporter, 24 h; 100% = twice the neutral-well signal; reporter increase, % at 12.5 µM; 2% of 350,000 active; AID 602393; in the data active = activation above about 40%;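 also: 0% = median of the plate's neutral control wells and 100% = double that signal; a rise in the Bmi1 reporter signal indicates esBAF inhibition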
ARNT-TACC3 inh – disruptors of human ARNT/TACC3 interaction | AlphaScreen His-ARNT PAS-B/GST-TACC3 binding, luminescence; TACC3 fragment carries E629A point mutation | 0.66% of 390,000 active | inhibition, % at 9.99 µM;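 active = mean inhibition of replicates at least 50% and at least half of replicates each reaching 50%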;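 also: 0% = complete ARNT plus TACC3 wells and 100% = ARNT alone without TACC3; many hits fall short of the cut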
ERp5 inh – inhibitors of human ERp5; 0.05% of 350,000 active; AID 651711; Q15084; inhibition, % at 9.99 µM; ERp5 insulin aggregation, absorbance 650 nm, 90 min;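 active = mean replicate inhibition above about 25%, with every replicate also reaching it, limit read from the data, passing the limit was not always enough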
* marks the source's active call; other numbers are inactive results; & = joins results of further samples.

For COc1cc(OC)c2c(c1C(CCN1CCOCC1)c1ccc(N(C)C)cc1)OC(=O)CC2c1ccc(N(C)C)cc1 (stereo unspecified) the results were RAD52 anneal inh -10, RAD54 inh -7, CASP6 VEID inh 4, PglD inh -5, E-sel inducer 0.2, esBAF inh 16, ARNT-TACC3 inh 12 and ERp5 inh 2.
Cc1ccc(OC(=S)Nc2ccc(F)cc2)cc1 was read as RAD54 inh 3, PglD inh 4, esBAF inh 2 and ARNT-TACC3 inh 0.
For CCOc1ccccc1N=Nc1c(C)[nH]n(-c2ccccc2)c1=O the results were RAD54 inh -2, PglD inh -1, esBAF inh -10 and ARNT-TACC3 inh -1.
For Cc1cc(C(=O)CCC(=O)N(C)CC(=O)Nc2ccc(OC(F)(F)F)cc2)c(C)s1 the results were RAD52 anneal inh -15, RAD54 inh -3, CASP6 VEID inh 4, PglD inh 3, E-sel inducer -1.7, esBAF inh 0, ARNT-TACC3 inh 1 and ERp5 inh 0.
Screening Cc1c(NC(=S)N/N=C/c2ccc(Br)cc2)c(=O)n(-c2ccccc2)n1C returned RAD52 anneal inh -11, CASP6 VEID inh -2, ARNT-TACC3 inh 3 and ERp5 inh 3.
`COc1ccc(NC(=O)N(C)C[C@H]2OCCCC[C@@H](C)Oc3ccc(NS(=O)(=O)c4ccc(F)cc4)cc3C(=O)N([C@@H](C)CO)C[C@H]2C)cc1` gave RAD52 anneal inh -9, RAD54 inh 4, CASP6 VEID inh -1, PglD inh -2, E-sel inducer -0.1, esBAF inh -2, ARNT-TACC3 inh -6 and ERp5 inh 4.
C[C@H](CO)N1C[C@H](C)[C@H](CN(C)C(=O)C2CCC2)Oc2ncc(-c3ccc(F)cc3)cc2C1=O was read as RAD52 anneal inh 11, RAD54 inh 15, CASP6 VEID inh -1, PglD inh 2, E-sel inducer 0.8, esBAF inh -1, ARNT-TACC3 inh -8 and ERp5 inh -1.
For Cc1cc(-n2c(SCc3ccccc3F)nc3n[nH]c(C)c3c2=N)ccc1Cl the results were RAD52 anneal inh -19, RAD54 inh -7, PglD inh 0, esBAF inh -3, ARNT-TACC3 inh 0 and ERp5 inh 1.
Screening S=C(NCc1ccccc1)NCc1ccccn1 returned RAD52 anneal inh -3, RAD54 inh 6, CASP6 VEID inh -1, PglD inh 0, esBAF inh 4, ARNT-TACC3 inh 2 and ERp5 inh -1.
`O=C(Cc1ccc(F)cc1)N1CCN=C1SCc1ccc([N+](=O)[O-])cc1` gave RAD52 anneal inh -8, CASP6 VEID inh -4, E-sel inducer 0.3, ARNT-TACC3 inh -3 and ERp5 inh 5.
For CCOC(=O)Cc1nnc(Nc2ccc(C)cc2)c2ccccc12 the results were RAD54 inh 0, PglD inh -2, esBAF inh 11 and ARNT-TACC3 inh 11.
For COc1ccc(/C=C2\SC(=S)N(C(C)C(=O)NC3C=CS(=O)(=O)C3)C2=O)cc1 (stereo unspecified) the results were RAD52 anneal inh -44, RAD54 inh -1, PglD inh -5, esBAF inh 31, ARNT-TACC3 inh 15 and ERp5 inh 2.
`CN(C)C(=O)[C@H]1[C@H](CO)[C@H]2Cn3c(ccc(C4=CCCCC4)c3=O)[C@H]2N1Cc1ccccn1` gave RAD52 anneal inh -20, RAD54 inh 8, CASP6 VEID inh 0, PglD inh 1, E-sel inducer -0.1, esBAF inh -1, ARNT-TACC3 inh 0 and ERp5 inh -5.
Screening CC(C)c1ccc(/C=C2\NC(=S)N(Cc3cccnc3)C2=O)cc1 returned RAD52 anneal inh -10, RAD54 inh 6, CASP6 VEID inh -5, PglD inh -1 and ERp5 inh 5.
COc1ccc(N2CCN(C(=O)CCS(=O)(=O)c3ccc4c(c3)NC(=O)C(C)S4)CC2)cc1 (stereo unspecified) was read as RAD52 anneal inh -9, RAD54 inh 7, CASP6 VEID inh 4, PglD inh 0, E-sel inducer 0.1, esBAF inh -4, ARNT-TACC3 inh 0 and ERp5 inh 3.
`O=C(COC(=O)CCC1CCCC1)Nc1cc(S(=O)(=O)N2CCOCC2)ccc1Cl` gave RAD52 anneal inh 8, RAD54 inh -2, CASP6 VEID inh -2, PglD inh 0, E-sel inducer 0.1, esBAF inh -1, ARNT-TACC3 inh 1 and ERp5 inh -12.
Screening Cc1noc(C)c1S(=O)(=O)N(C)C[C@@H]1Oc2c(NC(=O)c3nc4ccccc4s3)cccc2C(=O)N([C@@H](C)CO)C[C@@H]1C returned RAD52 anneal inh 23, RAD54 inh -3, CASP6 VEID inh 0, PglD inh 5, esBAF inh 2, ARNT-TACC3 inh 7 and ERp5 inh 2.
Screening COc1cccc(/C=N/NC(=O)CNC(=O)COc2cccc(C)c2)c1O returned RAD52 anneal inh 5, CASP6 VEID inh 1, E-sel inducer 0.0, ARNT-TACC3 inh 0 and ERp5 inh -2.
Screening Cn1c(SCC(=O)Nc2ccc(NC(=O)c3ccccc3)cc2)nnc1-c1ccncc1 returned RAD52 anneal inh -4, RAD54 inh 12, CASP6 VEID inh -3, PglD inh 4, esBAF inh 1, ARNT-TACC3 inh 2 and ERp5 inh 4.
Screening COC(=O)c1nc(NC(=O)c2ccccc2Cl)n[nH]1 returned RAD54 inh -12, PglD inh -10, esBAF inh -6 and ARNT-TACC3 inh -1.
COc1ccc(CCNC(=O)c2ccc3c(c2)NC(=O)CS3)cc1OC was read as RAD52 anneal inh -18, RAD54 inh 6, CASP6 VEID inh 0, PglD inh -5, esBAF inh -1, ARNT-TACC3 inh -3 and ERp5 inh 1.
COc1ccc2c(c1)OC1(C)CC2C(C(=O)c2ccccc2OC)C(=O)N1 (stereo unspecified) was read as RAD52 anneal inh -4, RAD54 inh 3, CASP6 VEID inh -1, PglD inh 4, E-sel inducer -0.3, esBAF inh -7, ARNT-TACC3 inh -9 and ERp5 inh -4.
COc1ccc(NC(=O)CSc2nc3ncccc3[nH]2)cc1OC was read as RAD54 inh 14, PglD inh 1, esBAF inh 9 and ARNT-TACC3 inh -3.
CCN(CC)C(=O)[C@H]1CC(CC(=O)NC(C)(C)C)C(=O)N2CCc3c([nH]c4ccccc34)[C@]12C (stereo partly specified) was read as RAD52 anneal inh -10, RAD54 inh -6, CASP6 VEID inh 1, PglD inh 0, esBAF inh 1, ARNT-TACC3 inh -6 and ERp5 inh -3.

Brought forward from above: two compounds, followed by the next part.
COc1ccc(NC(=O)CSc2nc3ncccc3[nH]2)cc1OC was read as RAD54 inh 14, PglD inh 1, esBAF inh 9 and ARNT-TACC3 inh -3.
CCN(CC)C(=O)[C@H]1CC(CC(=O)NC(C)(C)C)C(=O)N2CCc3c([nH]c4ccccc34)[C@]12C (stereo partly specified) was read as RAD52 anneal inh -10, RAD54 inh -6, CASP6 VEID inh 1, PglD inh 0, esBAF inh 1, ARNT-TACC3 inh -6 and ERp5 inh -3.
CSc1oc(-c2ccco2)nc1S(=O)(=O)c1ccc(F)cc1 was read as RAD52 anneal inh -60, RAD54 inh -1, CASP6 VEID inh 2, PglD inh 1, E-sel inducer 0.0, esBAF inh 0, ARNT-TACC3 inh -1 and ERp5 inh -2.
Screening Cc1ccc(S(=O)(=O)N(C)C[C@H]2Oc3ccc(NC(=O)C4CCCCC4)cc3CC(=O)N([C@H](C)CO)C[C@@H]2C)cc1 returned RAD52 anneal inh 16, RAD54 inh 1, CASP6 VEID inh -3, PglD inh 2, E-sel inducer 0.6, esBAF inh 0, ARNT-TACC3 inh 6 and ERp5 inh -1.
`CO[C@@H]1CN(C)C(=O)c2cc(NC(=O)c3ccccc3)ccc2OC[C@@H](C)N(C)C[C@H]1C` gave RAD52 anneal inh -2, RAD54 inh 4, CASP6 VEID inh 0, PglD inh 2, E-sel inducer -0.2, esBAF inh -3, ARNT-TACC3 inh -5 and ERp5 inh 4.
COc1ccc(S(=O)Cc2ccc(C(=O)NCc3cccc(OC)c3)o2)cc1 (stereo unspecified) was read as RAD52 anneal inh 11, RAD54 inh -5, CASP6 VEID inh 1, PglD inh 0, E-sel inducer -0.7, esBAF inh 4, ARNT-TACC3 inh -8 and ERp5 inh -2.
`Cc1nc2[nH]c(=S)n(C)c(=O)c2nc1C` gave RAD52 anneal inh -8, CASP6 VEID inh 3, E-sel inducer -1.0, ARNT-TACC3 inh -4 and ERp5 inh 4.
For C=CCOC(=O)C1=C[C@@H](c2cn(C(C)=O)c3ccccc23)C[C@@H](OCc2ccc(CO)cc2)O1 the results were RAD52 anneal inh -31&-12, RAD54 inh 7, CASP6 VEID inh 1&-1, PglD inh -2, E-sel inducer 0.3, esBAF inh -3, ARNT-TACC3 inh 0 and ERp5 inh -4&2.
`COCC#Cc1cnc2c(c1)C(=O)N([C@@H](C)CO)C[C@H](C)[C@@H](CN(C)Cc1ccc(F)cc1)O2` gave RAD52 anneal inh -12, RAD54 inh -5, CASP6 VEID inh -4, PglD inh -3, E-sel inducer 0.8, esBAF inh 1, ARNT-TACC3 inh 1 and ERp5 inh -2.
CCOc1cc(/C=N/n2nnnc2N)ccc1OCc1c(C)no[n+]1[O-] was read as RAD54 inh -2, PglD inh 2, E-sel inducer -0.1 and ARNT-TACC3 inh 2.
`CC1(C)CC(NC(=O)c2cccc(S(=O)(=O)Nc3cccc(Cl)c3)c2)CC(C)(C)N1` gave RAD52 anneal inh 14, RAD54 inh 4, CASP6 VEID inh -4, PglD inh 2, esBAF inh 6, ARNT-TACC3 inh -3 and ERp5 inh 2.
CN(C)CCN1CCN(C2CN(Cc3ccccc3)S(=O)(=O)C2)CC1 (stereo unspecified) was read as RAD52 anneal inh -16, RAD54 inh -10, CASP6 VEID inh -44, PglD inh 4, esBAF inh 1 and ERp5 inh 8.
C[C@H](NC(=O)[C@@H]1[C@@H](CO)[C@@H]2Cn3c(cccc3=O)[C@H]1N2C(=O)C1CCC1)c1ccccc1 was read as RAD52 anneal inh 5, RAD54 inh 5, CASP6 VEID inh -2, PglD inh -2, E-sel inducer 0.5, esBAF inh -1, ARNT-TACC3 inh -1 and ERp5 inh -2.
Screening CCC(CC)NC(=O)CN(c1ccccc1OC)S(=O)(=O)c1cccs1 returned RAD52 anneal inh -10, RAD54 inh 1, CASP6 VEID inh -1, PglD inh 2, esBAF inh -4, ARNT-TACC3 inh -6 and ERp5 inh 11.
C[C@@H]1CCCCO[C@@H](CN(C)C(=O)c2ccncc2)[C@H](C)CN([C@H](C)CO)C(=O)c2cc(NS(=O)(=O)c3ccccc3)ccc2O1 was read as RAD52 anneal inh -6, RAD54 inh -1, CASP6 VEID inh 0, PglD inh -9, E-sel inducer 0.1, esBAF inh 3, ARNT-TACC3 inh -3 and ERp5 inh 0.
CCOc1ccc(/C(O)=C2/C(=O)C(=O)N(CCN(C)C)C2c2ccccc2)cc1Cl (stereo unspecified) was read as RAD54 inh -1, PglD inh 3, E-sel inducer 0.0 and ARNT-TACC3 inh -7.
`c1ccc(Cc2nn3c(C4COc5ccccc5O4)nnc3s2)cc1` (stereo unspecified) gave RAD54 inh -11, PglD inh 0, esBAF inh 25 and ARNT-TACC3 inh -33.
For O=C(COC(=O)c1cccnc1Cl)Nc1cc(S(=O)(=O)N2CCCCC2)ccc1Cl the results were RAD52 anneal inh -10, CASP6 VEID inh 1, E-sel inducer 1.9, ARNT-TACC3 inh -7 and ERp5 inh 0.
Screening CC[C@H](C)[C@@H]1NC(=O)c2cc([N+](=O)[O-])cc(F)c2OCC[C@@H](C(N)=O)NC(=O)[C@H](CCCCN)NC1=O returned RAD52 anneal inh 6, RAD54 inh -11, CASP6 VEID inh 0, PglD inh -2, E-sel inducer -0.1, esBAF inh 0, ARNT-TACC3 inh 14 and ERp5 inh 1.
c1ccc(NC(=NCc2ccco2)c2ccccc2)cc1 was read as RAD54 inh 14, PglD inh 1, esBAF inh 5 and ARNT-TACC3 inh 1.
For O=C(c1ccc(S(=O)(=O)Cc2ccccc2Cl)c([N+](=O)[O-])c1)N1CCN(c2ccccn2)CC1 the results were RAD52 anneal inh -1, RAD54 inh 7, CASP6 VEID inh -6, E-sel inducer -0.4, esBAF inh -6, ARNT-TACC3 inh 4 and ERp5 inh -2.
